Bioassay records (PubChem BioAssay)
ER stress surv: ER stress cell death inhibition; CSM14.1 thapsigargin ER stress survival, ATP luminescence; relative survival (cellular ATP), % at 15 µg/mL (by protocol); actives 0.33% (n = 48,000); AID 1010;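 active = survival measured by cellular ATP above 50% at 15 µg/ml in the first screen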;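 also: cell death triggered by about 15 µM thapsigargin; ATP read 24 h after thapsigargin was added; plate controls were thapsigargin with DMSO for no effect and DMSO without thapsigargin for full effect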
* marks the source's active call; other numbers are inactive results. A portion of the library; the hit share may differ from the screen's.

SMILES	ER stress surv
COc1ccc(-n2c(=S)[nH]c3sc4c(c3c2=O)CC(C)(C)SC4)cc1	22.9
Cc1cccc(C)c1OCCCSC#N	9.7
CC(=O)CC1C(C#N)=C(N(C)C)N(c2ccc([N+](=O)[O-])cc2)c2c1n(C)c1ccccc21 (stereo not drawn)	1.4
CCOC(=O)C1=CN(c2ccc(C)c(C)c2)C=C(C(=O)OCC)C1c1ccc(OC)cc1	-7.0
COC(=O)c1ccc(NC(=O)c2ccc(C(=O)Nc3ccc(C(=O)OC)cc3)cc2)cc1	11.0
Cc1ccc(C(=O)Nn2c(O)c(C3=c4ccccc4=NC3=O)sc2=S)cc1	7.3
CN1CCN(C(=O)/C(=C/c2cccc([N+](=O)[O-])c2)NC(=O)c2cccs2)CC1	12.0
O=C(NCCN1CCN(C(=O)c2ccc(Cl)cc2)CC1)c1ccc(Cl)cc1	-0.1
CC(=O)c1c(C)oc2c1C(=O)c1ccccc1C2=O	8.7
COC(=O)C1=C(C)N(c2ccc(F)cc2)/C(=C/c2ccc(O)cc2)C1=O	5.6
O=[N+]([O-])c1ccc2c(c1)S(=O)(=O)NC2=NCCCN1CCOCC1	-3.0
Cc1ccc(C2CC(C(F)(F)F)n3nc(C(=O)N4CCN(c5ccc(F)cc5)CC4)c(Cl)c3N2)cc1 (stereo not drawn)	-10.2
Cc1cc(C)cc(NC(=O)C(=O)NCc2ccncc2)c1	0.4
CCC1CCc2c(sc(N)c2C#N)C1 (stereo not drawn)	2.7
O=C(NCCNC(=O)c1c(O)c2ccccc2oc1=O)c1ccccc1	0.5
COc1ccc(Cl)cc1NC(=O)c1cccc(F)c1	3.4
CC(Oc1cccc(Cl)c1)C(=O)NCc1ccncc1 (stereo not drawn)	-1.0
Cc1ccc(NC(=O)CN(c2ccc(Cl)cc2)S(C)(=O)=O)cc1C	2.8
COc1ccc(C(=O)N2CCN(C(=O)COc3ccccc3)CC2)cc1	9.9
Cc1nc2sc(C#N)c(N)c2c(C)c1CC(=O)c1ccccc1	6.5
Cc1ccccc1OCCOc1ccc(/C=c2\sc3nc4ccccc4n3c2=O)cc1	14.6
O=C(Nc1cccc(F)c1)Nc1cccc(NC(=O)Nc2cccc(F)c2)c1	-1.5
O=C1Nc2ccccc2/C1=c1/sc2n(c1=O)CCN=2	6.2
Cc1ccc(NC(=O)c2ccc(C(=O)N(C(C)C)C(C)C)cc2)cc1	10.7
CC(C)(C)C1CCc2c(sc(NC(=O)/C=C/c3ccco3)c2C(N)=O)C1 (stereo not drawn)	1.5

Remaining list, next part.
SMILES	ER stress surv
COC(=O)C1=C(C)N(c2cccc(C)c2)C(=O)/C1=C\c1ccc(C(=O)O)cc1	-1.3
O=C(NCc1ccccc1)C1CC(=O)N(c2ccc(F)cc2)C1 (stereo not drawn)	0.5
O=C(NC(=S)Nc1cccc(SC(F)(F)C(F)(F)C(F)(F)F)c1)c1cccs1	3.1
Cc1cc(Nc2cccc(C(=O)O)c2)n2ncnc2n1	4.5
COc1ccccc1-n1c(SCC(=O)c2ccccc2)nc2ccccc2c1=O	23.0
COc1cccc(N(CC(=O)Nc2ccc(Cl)cc2)S(=O)(=O)c2ccccc2)c1	7.2
O=C(O)c1ccccc1C(=O)N1CCN(C(=O)c2ccccc2C(=O)O)CC1	-0.9
CCc1ccc2oc(-c3cccc(NC(=O)/C=C/c4cccc([N+](=O)[O-])c4)c3)nc2c1	-2.4
Cc1ccc(C(=O)Nc2ccc(S(=O)(=O)N=C(N)N)cc2)cc1	8.7
CCCOc1ccc(C(=O)NCCN2CCOCC2)c(O)c1	7.3
CC(C)Cn1nc(-c2ccccc2)c2ccccc2c1=O	-2.1
Cc1sc2nc(SC/C=C/c3ccccc3)n(-c3ccccc3)c(=O)c2c1C	1.1
Cc1ccc(N(CC(=O)Nc2ccc3ccccc3c2)S(C)(=O)=O)cc1Cl	2.7
O=C(Nc1cccnc1)c1cccc(C(=O)Nc2cccnc2)n1	2.1
CC(COc1ccccc1)NC(=O)c1nn2c(C(F)(F)F)cc(-c3ccccc3)nc2c1Br (stereo not drawn)	13.0
CCCC1CCc2c(sc(NC(=O)C3CC3c3ccccc3)c2C(N)=O)C1 (stereo not drawn)	2.0
COc1ccc(C2Nc3ccccc3NC3=C2C(=O)CC(c2ccc(Cl)cc2)C3)c(OC)c1OC (stereo not drawn)	14.8
COc1cc(NC(=O)c2cccc(OC)c2)cc(OC)c1	-5.3
O=C(O)COc1ccccc1/C=N/NC(=O)Cn1nnc(-c2ccccc2Cl)n1	7.5
O=C(CSc1nnc(CCCN2C(=O)c3cccc4cccc(c34)C2=O)n1-c1ccccc1)NCc1ccccn1	9.5
CC(=O)Nc1ccc(C(=O)NCCCN(C)C)cc1	8.5
CCCC(=O)Nc1cc(-c2nc3cc(Cl)cc(Cl)c3o2)ccc1C	8.8
CNc1ccc2c(O)cc(S(=O)(=O)O)cc2c1	3.8
COc1cc(NC(=O)Cc2ccccc2)ccc1NC(=O)c1ccco1	2.0
O=C(c1ccc(F)cc1)N1CCN(C(=O)c2cccc(Cl)c2)CC1	2.8

Random excerpt: 3 records from the list
SMILES	ER stress surv
O=C(NCc1ccccc1)C1CC(=O)N(c2ccc(F)cc2)C1 (stereo not drawn)	0.5
Cc1cc(C)cc(NC(=O)C(=O)NCc2ccncc2)c1	0.4
Cc1ccc(C(=O)Nc2ccc(S(=O)(=O)N=C(N)N)cc2)cc1	8.7

Remaining list, next part
SMILES	ER stress surv
O=S(=O)(c1ccc(Cl)cc1)N1CCN(Cc2cccc3ccccc23)CC1	8.3
N/C(=N\OC(=O)/C=C/c1ccccc1)c1ccccn1	-3.6
Cc1ccc(N(CC(=O)Nc2cc(Cl)cc(Cl)c2)S(C)(=O)=O)cc1Cl	6.0
Cc1ccc(S(=O)(=O)N(C)CCCC(=O)Nc2cccc(C)c2C)cc1	9.4
O=C(NN1C(=O)CSC1=S)c1ccccc1Br	4.8
O=C(Nc1ccc(Cc2ccc(NC(=O)c3ccccc3)c(Cl)c2)cc1Cl)c1ccccc1	5.7
Cc1ccc(-c2cc(C(=O)NCCN3CCOCC3)c3ccccc3n2)cc1	-0.4
CCCN1C/C(=C\c2ccc([N+](=O)[O-])cc2)C(=O)/C(=C/c2ccc([N+](=O)[O-])cc2)C1	5.4
CCCOC(=O)c1ccc(N=Cc2ccc([N+](=O)[O-])cc2)cc1	-6.4
Oc1ccccc1C=Nc1ccc2c(c1)ncn2CCn1cnc2cc(N=Cc3ccccc3O)ccc21	13.3
CCOC(=O)c1c(-c2ccccc2)oc2ccc(OCC(=O)O)cc12	-1.5
COc1ccccc1NCN1C(=O)S/C(=C\c2ccc(C(C)C)cc2)C1=O	5.3
Cn1c(Sc2nc3ccc([N+](=O)[O-])cc3s2)nc2sc3c(c2c1=O)CCCC3	7.9
Nc1ccc(-c2ccc(S(=O)(=O)c3ccc(-c4ccc(N)cc4)cc3)cc2)cc1	1.3
CCc1ccc(/C=C2/Sc3ccccc3C2=O)cc1[N+](=O)[O-]	8.6
COc1cc(CN2CCN(C3CCCC3)CC2)cc(OC)c1OC	-0.9
COc1ccccc1NC(=O)COc1cc(C)c(Cl)c(C)c1	2.5
COc1ccc(Br)cc1C(=O)Nc1ccc(N2CCOCC2)cc1	-2.4
COc1ccc(CN2CCN(C(=O)c3ccc(-c4ccccc4)cc3)CC2)c(OC)c1OC	14.5
Cc1cc(C)c(C(N)=O)c(Nc2ccccc2)n1	2.5
COc1cccc(/C=C2/SC(=S)N(CCC(=O)Nc3c(C)n(C)n(-c4ccccc4)c3=O)C2=O)c1	18.7
CCOC(=O)c1c(N)sc2c1CCc1ccccc1-2	13.9
COC(=O)c1c(C)oc2ccc(OC(=O)c3c(C)oc4ccc(OC(C)=O)cc34)cc12	1.2
O=C1C(=O)N(Cc2cccnc2)C(c2ccc(Cl)cc2Cl)/C1=C(\O)c1ccccc1 (stereo not drawn)	6.3
CC1(C)NN(c2ccccc2)C(=S)N1c1ccccc1	5.7

Single values from the entries so far:
Result for COc1cccc(/C=C2/SC(=S)N(CCC(=O)Nc3c(C)n(C)n(-c4ccccc4)c3=O)C2=O)c1 in ER stress surv: 18.7
Result for COC(=O)c1ccc(NC(=O)c2ccc(C(=O)Nc3ccc(C(=O)OC)cc3)cc2)cc1 in ER stress surv: 11.0
Result for O=C(Nc1cccc(F)c1)Nc1cccc(NC(=O)Nc2cccc(F)c2)c1 in ER stress surv: -1.5

The main list resumes; the 3 compounds before the break are reprinted first.
SMILES	ER stress surv
COC(=O)c1c(C)oc2ccc(OC(=O)c3c(C)oc4ccc(OC(C)=O)cc34)cc12	1.2
O=C1C(=O)N(Cc2cccnc2)C(c2ccc(Cl)cc2Cl)/C1=C(\O)c1ccccc1 (stereo not drawn)	6.3
CC1(C)NN(c2ccccc2)C(=S)N1c1ccccc1	5.7
Cc1cccc(C(=O)N(C(C)C)C(C)C)c1	2.8
Cc1ccc(N(Cc2ccc(C(=O)N/N=C/c3cc(Br)c(C)o3)cc2)S(C)(=O)=O)cc1C	80.3*
Cc1ccc(N=Cc2ccc(OC3CSC3)cc2)cc1C	4.9
COc1cc(C2CC(=O)Nc3c2ccc2ccccc32)ccc1OC(=O)c1ccc(Cl)cc1 (stereo not drawn)	1.9
COc1ccc(C(=O)NCCC(C)C)cc1[N+](=O)[O-]	5.4
CCOC(=O)c1ccc(-c2ccc(C(=O)Nc3ccc(-c4nc5ccccc5o4)cc3)o2)cc1	-6.1
CCOC(=O)c1c(NC(=O)c2ccc(OC)cc2OC)sc(C(=O)N(CC)CC)c1C	8.5
O=C(CSc1nnc(-c2cccc(F)c2)n1-c1ccccc1)Nc1ccccc1	13.3
COc1cccc(N(CC(=O)Nc2ccc(C(C)C)cc2)S(=O)(=O)c2ccccc2)c1	2.3
COc1ccc(NC(=O)CSc2ccncc2)c([N+](=O)[O-])c1	12.6
Cc1onc(-c2ccccc2)c1C(=O)N1CCc2ccccc21	9.2
CC(C)(C)c1cc(C(=O)N/N=C/c2ccc(Cl)cc2Cl)n[nH]1	10.2
O=C(CCCOc1ccc(Cl)cc1Cl)N1CCCc2ccccc21	14.2
Cc1cccc(NC(=S)NC(NC(=O)c2ccccc2F)C(Cl)(Cl)Cl)c1 (stereo not drawn)	0.3
O=C(NCc1cc(Br)cc(Br)c1OC(=O)c1ccc([N+](=O)[O-])cc1)c1ccccc1	5.4
CC(=O)OCCCN1C(=O)c2ccc([N+](=O)[O-])cc2C1=O	3.1
CO/C(=N\S(=O)(=O)c1ccc(Cl)cc1)c1ccccc1	1.1
O=C(/C=C/c1cccc([N+](=O)[O-])c1)Nc1cc(C(F)(F)F)cc(C(F)(F)F)c1	0.0
COCc1cc(CN2CCC(C)CC2)c(O)c2ncccc12	-6.9
CCc1ccccc1NC1=C(Cl)C(=O)N(c2ccc(Br)cc2)C1=O	5.9
O=c1oc2ccc(Cl)cc2cc1-c1ccccc1	9.1
Cc1ccccc1C(=O)c1coc2ccccc2c1=O	9.0
Oc1ccc(/C=N/Nc2cc(-c3ccccc3)nc(-c3ccccc3)n2)cc1	19.0
COc1cccc(N2C(=O)CC(N3CCCCC3)C2=O)c1 (stereo not drawn)	0.9
COc1ccc(C2CC(C(F)(F)F)n3ncc(C(=O)NCCc4ccccc4)c3N2)cc1OC (stereo not drawn)	4.0

(more compounds)
SMILES	ER stress surv
COC(=O)c1sccc1NC(=O)CCc1ccccc1	5.3
CCN(CC)c1ccc(C=NN2CCN(Cc3ccccc3)CC2)c(O)c1	8.4
Cn1ccnc1/C=C(/OC(=O)c1ccc(Cl)cc1)c1ccc(Cl)cc1	0.7
O=C(COc1ccccc1Cl)NNC(=O)c1cccnc1	2.1
O=C(NN=C(/C=C/c1ccccc1)/C=C/c1ccccc1)c1ccco1	2.2
COc1ccc(C2CC(O)(C#Cc3ccccc3)C(C)C(c3ccc(OC)cc3)N2)cc1 (stereo not drawn)	14.3
Cc1ccc(NC(=O)C(=O)NCC(C)C)c(C)c1	-7.4
COc1cc(NC(=O)c2ccc3ccccc3c2)c(OC)cc1Cl	15.7
Cc1ccc(/C=C2\C(=O)NN(c3ccc(Cl)c(Cl)c3)C2=O)s1	2.1
Cc1ccc(-n2nc3ccc(NC(=S)NC(=O)c4ccccc4Cl)cc3n2)cc1Cl	2.9
O=C(Nc1cccc2ccccc12)N(Cc1ccccc1)Cc1ccccc1	-2.7
COc1cc(C2NC(=O)NC(C)=C2C(=O)Nc2ccc(C)cc2)cc(OC)c1OC (stereo not drawn)	4.1
O=C(/C=C/c1ccc(F)cc1)NC(=S)Nc1ccccc1Cl	-5.7
CCOC(=O)C(CCCOc1cc(C)ccc1C)C(=O)OCC	3.1
COc1c(O)ccc(/C=N\NC(=O)c2ccc(Br)cc2)c1[N+](=O)[O-]	-1.1
Oc1ccccc1-c1cc(-c2ccccc2Cl)[nH]n1	-0.9
COc1ccc(NC(=O)C(C)Sc2ccc(Cl)cc2)cc1 (stereo not drawn)	8.2
Cc1ccc(C(=O)N/C(=C/c2cccnc2)C(=O)N2CCCCCC2)cc1	4.0
CC(=O)C1C(=O)c2ccccc2/C1=N/N=C/c1ccc([N+](=O)[O-])cc1 (stereo not drawn)	-6.3
CCC(C(=O)Nc1sc(C(=O)OC(C)C)c(C)c1C#N)c1ccccc1 (stereo not drawn)	8.3
CCNC(=S)NNC(=O)CSc1nnc(-c2ccc(OC)c(OC)c2)n1-c1ccccc1	3.2
N#Cc1c(NC(=O)c2cc3nc(-c4ccccc4)cc(C(F)(F)F)n3n2)sc2c1CCCC2	-1.4
Cc1ccccc1NCC(=O)N/N=C\c1ccc(-c2cccc(Cl)c2)o1	3.3
O=c1/c(=C/c2ccccc2OS(=O)(=O)c2ccccc2[N+](=O)[O-])sc2nc3ccccc3n12	-2.0
CC(=O)Oc1ccc2c(c1)oc(=O)c1c3cc(OC(C)=O)c(OC(C)=O)cc3oc21	-6.3

Remaining list, next part
SMILES	ER stress surv
O=C1CSC(c2ccccc2)N1c1ccc([N+](=O)[O-])cc1 (stereo not drawn)	-7.8
Cc1cnc2sc(C(=O)Nc3ccccc3)c(C(=O)O)n2c1=O	-3.4
O=C(Nc1ccc(OC(F)(F)F)cc1)c1ccc2c(c1)OCCO2	3.1
CCOc1cc(/C=N/NC(=O)c2cc(-c3ccc4ccccc4c3)n[nH]2)ccc1O	-7.3
CC1(C)CC(=O)C2=C(C1)c1c(ccc3ccccc13)NC2c1cccs1 (stereo not drawn)	7.3
COc1ccc(C(=O)Nc2ccccc2)cc1NC(=O)c1ccc(Cl)c(Cl)c1	6.2
